DSG3 Ab inh: inhibitors of pemphigus antibody binding to DSG3, primary screen, biochemical, bead-based, flow cytometry, scFv-GFP; DSG3-coupled beads, scFv-anti-DSG3-GFP binding; stronger effect = lower value; AID 588358, 2011; binding (percent of control), % at 10 µM; 310,000 compounds, 0.48% hits; Desmoglein-3 (Homo sapiens), P32926;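 active means binding more than 3 SD below its plate's average and above zero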; further: some compounds called inactive have numbers as strong as hits
Target sequence (P32926 whole entry, looked up): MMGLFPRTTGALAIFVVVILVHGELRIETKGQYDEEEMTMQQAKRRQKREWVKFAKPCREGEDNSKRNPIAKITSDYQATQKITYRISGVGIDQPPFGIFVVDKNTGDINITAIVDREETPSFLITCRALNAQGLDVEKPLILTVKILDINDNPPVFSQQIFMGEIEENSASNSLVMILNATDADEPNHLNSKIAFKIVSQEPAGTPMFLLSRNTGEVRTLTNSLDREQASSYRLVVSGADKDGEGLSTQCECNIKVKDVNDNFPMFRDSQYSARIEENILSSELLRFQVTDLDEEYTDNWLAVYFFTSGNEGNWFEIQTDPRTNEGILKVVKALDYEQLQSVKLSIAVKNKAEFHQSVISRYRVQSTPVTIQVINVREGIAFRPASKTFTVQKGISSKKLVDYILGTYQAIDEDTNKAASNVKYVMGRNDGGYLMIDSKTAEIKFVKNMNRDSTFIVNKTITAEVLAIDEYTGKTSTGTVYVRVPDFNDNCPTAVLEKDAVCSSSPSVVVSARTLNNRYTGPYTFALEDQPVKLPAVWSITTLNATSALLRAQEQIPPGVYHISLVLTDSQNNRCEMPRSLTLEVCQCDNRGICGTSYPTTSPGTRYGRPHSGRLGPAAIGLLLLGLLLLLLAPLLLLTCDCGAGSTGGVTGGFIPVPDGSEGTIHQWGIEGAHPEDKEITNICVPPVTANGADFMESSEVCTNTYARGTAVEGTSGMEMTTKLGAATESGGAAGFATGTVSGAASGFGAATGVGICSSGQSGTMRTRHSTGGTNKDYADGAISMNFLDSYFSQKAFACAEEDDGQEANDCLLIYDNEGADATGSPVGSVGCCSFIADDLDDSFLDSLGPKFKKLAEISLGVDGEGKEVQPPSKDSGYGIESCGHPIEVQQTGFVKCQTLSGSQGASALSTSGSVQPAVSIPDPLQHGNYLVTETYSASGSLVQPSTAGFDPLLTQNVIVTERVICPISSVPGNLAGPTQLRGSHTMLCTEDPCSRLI
NSD2 inh: NSD2 histone methyltransferase inhibitors, primary screen, biochemical, AlphaScreen, single concentration, set 2; Histone-lysine N-methyltransferase NSD2 (Homo sapiens), O96028; NSD2 peptide methylation, 120 min; inhibition, % at 12.5 µM; 310,000 compounds, 0.54% hits; in the data active means inhibition above about 50%
DAGLB inh: DAGLB lipase inhibitors, primary screen, biochemical, fluorescence, HTS; Diacylglycerol lipase-beta (Homo sapiens), Q8NCG7; 340,000 compounds, 0.059% hits; inhibition, % at 5.17 µM; HEK293T DAGLB membrane lysate, EnzChek fluorogenic substrate; in the data active means inhibition above about 34%;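 further: 0% = enzyme with vehicle and 100% = wells lacking enzyme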
CAL PDZ FP-1: CAL PDZ peptide-binding inhibitors, primary screen, biochemical, fluorescence polarization, Cer-tagged CAL PDZ, HTS | Golgi-associated PDZ and coiled-coil motif-containing protein (Homo sapiens), Q9HD26 | purified CAL PDZ, TMR-peptide fluorescence polarization, 1 h | inhibition, % at 20 µM | 330,000 compounds, 0.02% hits | AID 504414, 2011;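 active means highest replicate inhibition of at least 40%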;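 further: plate controls were DMSO neutral control wells for no effect and unlabeled competitor peptide control wells for full effect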
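material = purified tagged CAL PDZ domain construct (CerCALP) | buffer or medium = sodium phosphate/NaCl buffer pH 7.4 with TCEP, IgG, Thesit | reagent = TMR-labelled reporter peptide T*-PRC34 bound in PDZ groove | incubation = 1 h room-temperature incubation prior to read | measured by = fluorescence polarization (mP) | evaluation = percent inhibition from loss of millipolarization | control set = unlabelled peptide and DMSO controls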
LANA DNA inh: inhibitors of KSHV C-LANA binding to DNA, primary screen, biochemical, fluorescence polarization, FAM-LBS DNA, MBP-C-LANA, single point. inhibition, % at 9 µM. 340,000 compounds, 0.078% hits. AID 504423, 2011;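 active means highest replicate inhibition at or above 60% at 9 µM, even if other replicates fall short; inactive means all replicates below 60% inhibition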;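 further: 0% = neutral control wells and 100% = 4 µM acridine orange control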
CAL PDZ FP-2: untagged CAL PDZ binding inhibitors, primary screen, biochemical, fluorescence polarization, HTS. Golgi-associated PDZ and coiled-coil motif-containing protein (Homo sapiens), Q9HD26. purified CAL PDZ, TMR-peptide fluorescence polarization, 1 h. inhibition, % at 24.9 µM. 300,000 compounds, 0.92% hits. AID 602252, 2012;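 active means mean inhibition of at least 30% with at least half of replicates also reaching 30%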;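 further: 0% = DMSO neutral control and 100% = excess unlabeled competitor peptide PRC23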
Keap1-Nrf2 PPI: Keap1-Nrf2 protein-protein interaction inhibitors, primary screen, biochemical, fluorescence polarization, single point. Kelch-like ECH-associated protein 1 (Homo sapiens), Q14145. Keap1 Kelch-Nrf2 peptide fluorescence polarization, 1536-well. inhibition, % at 9.4 µM. 340,000 compounds, 0.15% hits; in the data active means inhibition above about 12%;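 further: human Keap1 Kelch domain with fluorescein labeled Nrf2 9mer peptide probe; 0% = neutral control wells and 100% = peptide positive control; higher means more block of Keap1 binding to Nrf2 peptide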
Arr AP2 block: inhibitors of beta-arrestin/AP2 binding, primary screen, biochemical, GPCR trafficking, flow cytometry; beta-arrestin 1 C-terminal peptide binding to AP2 beta2-adaptin appendage (human); FITC-arrestin peptide / GST-AP2 beads; AP2 beta2 appendage carries R879A mutation; inhibition, % at 10 µM; 340,000 compounds, 0.31% hits; AID 504490, 2011;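 active means inhibition above a set limit, near 3 SD of compounds lacking own fluorescence, cut at about 54% in these data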;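 further: plate controls were DMSO wells for no effect and 5 µM unlabelled arrestin peptide for full effect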
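Assay system: GST-AP2 R879A bound to glutathione beads, E. coli-expressed; Medium: PBS with 0.05% Tween 20 and 0.1% BSA; Also added: fluorescein-tagged arrestin peptide at 50 nM final; Timing: 12 min plus 1 h, RT; Measured by: flow cytometry, FL1 (488/535 nm); Evaluation: percent drop in bead-associated FITC signal.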
V-ATPase pHluor: regulators of yeast V-ATPase proton pumping, primary screen, pHLuorin cytosolic pH fluorescence. AID 504577, 2011. 350,000 compounds, 0.37% hits. S. cerevisiae. response, % at 10 µM; in the data active means response mostly above about 7.3%, no sharp cut-off; inactive means mostly below about 5.4%; further: actives read high; inactives centre near 0; some compounds called inactive have numbers as strong as hits
RTF Ca sens inh: cardiac RTF calcium sensitivity inhibitors, primary screen, biochemical, IANBD-TnC fluorescence, EC70 calcium. Troponin I, cardiac muscle (Homo sapiens) + Troponin T, cardiac muscle (Homo sapiens) + …. IANBD-labeled cardiac RTF, Ca2+ fluorescence. inhibition, % at 7.15 µM. 340,000 compounds, 0.12% hits;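 active means inhibition above the mean inhibition of all tested compounds plus 3 SD, cut at about 17% in these data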;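 further: assay run at fixed EC70 calcium of 1.6 mM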
* = called active by the depositor; · = no result given. Some of the compounds tested, so the mix of outcomes need not match the whole.

Arr AP2 block	CAL PDZ FP-2	RTF Ca sens inh	V-ATPase pHluor	NSD2 inh	DSG3 Ab inh	LANA DNA inh	DAGLB inh	Keap1-Nrf2 PPI	CAL PDZ FP-1	SMILES
12	15	-8	-1	0	-15	0.0	2	-6	-0.2	O=C(NCCCN1CCCC1=O)c1ccc(S(=O)(=O)Nc2ccccc2)cc1
-2	-3	5	2	-1	96	2.8	2	3	-0.4	COc1ccc(CSc2nnc(CNS(C)(=O)=O)o2)cc1
0	·	0	0	·	97	0.3	-2	0	-0.5	CCOc1ccc(CCNC(=O)CCc2nnc3ccc(N4CCCCC4)nn23)cc1OCC
-6	-1	11	9	0	·	0.0	-6	6	0.7	CCN(Cc1nc(-c2ccccc2)no1)C(=O)COc1cccc(OC)c1
20	-1	1	0	-17	88	1.7	-1	-2	·	Cc1ccc(NC(=O)C(c2ccccc2)c2ccccc2)nc1
9	2	-9	6	-5	·	0.5	-12	0	-2.9	CC(CC(=O)Nc1cccc(Cl)c1)c1ccccc1 (centres undefined)
8	6	0	1	2	101	0.7	2	0	-1.2	Cc1cc(-c2nn(C)c(=O)c3ccccc23)ccc1CNC(=O)NC1CCCCC1
-13	-3	5	5	1	·	-0.2	-1	1	-1.6	CC(=O)Nc1ccc(NS(C)(=O)=O)cc1
1	-1	-4	2	5	100	-0.8	2	-6	-0.7	O=C(COC(=O)C1CC2CCCC(C1)C2=O)NC1CCCCC1 (centres undefined)
18	-16	-15	-1	-1	109	0.1	1	-4	-3.3	CCOc1ccccc1NC(=O)c1nnn(-c2ccc3c(c2)OCCO3)c1N
13	9	-1	2	-3	107	-0.4	-2	6	·	COc1ccc(CNC(=O)Cn2nc(C(F)(F)F)c(Br)c2C)cc1
6	-4	-10	0	0	113	-1.8	0	1	-1.7	COc1ccc(Cn2nnnc2CN(CCCN2CCOCC2)Cc2cc3cc(OC)ccc3[nH]c2=O)cc1
31	-5	6	-1	·	·	1.1	-1	2	-0.9	CC1CCN(CCNC(=O)c2ccc(NC(=O)C3CCCO3)cc2)CC1 (centres undefined)
-7	-5	-9	1	4	100	-0.5	-3	-4	-1.9	O=C(CSC(=S)N1CCCC1)Nc1ccc(Br)cc1Cl
11	-1	5	0	5	99	0.2	12	-5	-6.8	O=c1[nH]c2ccc(Cl)cc2c(-c2ccccc2)c1SC(=S)N1CCOCC1
13	·	1	-2	-2	102	-1.1	0	-4	-0.9	O=C(c1ccccc1Cc1ccccc1)N1CCN(S(=O)(=O)c2ccc(F)cc2)CC1
29	-2	7	2	-2	98	0.1	1	-2	-0.8	Cc1cc(C)n2cc(CSC3=NCCS3)nc2n1
15	-4	-12	1	0	95	-1.8	3	1	0.5	COc1ccccc1NC(=O)CSc1nnc(CC(=O)Nc2ccccc2)n1C
18	-1	-8	0	2	107	0.5	-1	-3	-2.2	CC(=O)Nc1ccc(-c2nnc(SCc3ccc(C)cc3)n2C)cc1
-3	-7	2	-3	1	97	0.2	-3	1	·	Cc1cccc(Oc2coc3cc(OC(=O)c4cccs4)ccc3c2=O)c1
-5	-6	9	0	-3	·	0.7	-1	-2	0.0	CCC(C(=O)NC1CCCC1)N(C(=O)Cn1nnc(-c2cccs2)n1)c1cnc2ccccc2c1 (centres undefined)
-4	-1	-1	-1	-1	103	0.3	-3	-1	-2.3	O=C(c1c(Cl)nc2sccn12)N1CCCc2ccccc21
-1	-6	-6	0	10	102	-0.4	1	0	·	O=C(c1ccc2c(c1)OCO2)N1CCc2ccccc2C1
2	-5	-8	0	0	98	-0.6	-4	-7	-4.0	CCN(c1ccccc1)S(=O)(=O)c1ccc(C(=O)Nc2ccncc2)cc1
-12	4	-5	2	-3	103	-0.1	-10	-8	-0.2	O=C(COCc1cc(-c2ccc3c(c2)OCO3)on1)Nc1cccnc1Cl
2	-1	0	-1	4	104	-0.8	3	-1	-2.5	CCC(C)NCCOCCOc1ccc(Br)cc1C (centres undefined)
13	·	8	0	-2	94	0.0	-2	-5	-2.3	CCC(C)C(NC=C1C(=O)OC(C)(C)OC1=O)C(=O)O (centres undefined)
32	5	-10	4	·	92	0.1	-6	2	-3.3	CC(C)(C)OC(=O)N(Cc1ccccc1)Cc1ccccc1OCc1cccc(NC(=O)C2CC2)c1
62*	-2	-3	0	3	·	0.7	0	-1	-0.1	CC(C)CCN1CCN(Cc2ccc(C#CC(C)(C)O)s2)CC1CCO (centres undefined)
-4	-9	-2	-1	-2	101	3.2	-8	-4	·	Cc1ccc(OC(=O)c2cc3ccccc3o2)cc1
-8	-6	1	0	2	101	-0.9	0	-1	-0.2	CCOc1cc(CNCCO)c(Cl)cc1OCC(=O)NCCc1ccccc1
12	-2	-7	1	0	89	0.5	-1	0	-1.3	Cc1ccc(Cl)cc1NC(=O)c1cc2ccccc2cc1O
2	-3	0	-4	-1	84	-2.5	0	-2	-1.0	CC(=O)c1cnc2cc(-c3ccccc3)nn2c1C
-10	-6	7	1	-4	102	0.4	-2	5	-0.8	COc1ccccc1OCc1nnc(SCC(N)=O)n1-c1ccccc1
7	0	3	2	1	99	1.5	3	4	-0.1	COc1ccccc1NC(=O)c1ccc2c(=O)n3c(nc2c1)CCC3
7	1	-15	-1	-3	110	-0.8	-4	-8	-0.2	Cc1cc(N2C(=O)C3C4CCC(C4)C3C2=O)no1 (centres undefined)
-3	-3	-16	-1	-2	106	1.3	-1	-9	-2.9	Cc1ccc(NC(=O)c2ccc3ccccc3n2)cc1S(=O)(=O)N1CCOCC1
-1	-2	-3	4	-6	84	-1.8	-2	-4	-1.8	COc1cc(-c2nc3ccccc3c(=O)n2N)cc(OC)c1OC
1	-4	0	-7	0	121	-0.3	-6	-2	-1.5	Cc1cccc(-c2cc3nc4c(c(NCc5ccco5)n3n2)CCCC4)c1
23	-4	9	1	-2	97	-1.8	-1	9	-0.7	CN(CC(=O)Nc1ccc(Cl)c(Cl)c1)C(=O)CNC(=O)Cc1ccccc1
3	·	-17	-3	-2	81	-1.5	-3	-3	-0.9	CCN(C(=O)COC(=O)c1ccc(N2C(=O)c3ccccc3C2=O)cc1)C1CCS(=O)(=O)C1 (centres undefined)
-4	·	-10	5	-1	104	1.0	-3	-1	-2.5	CCOC(=O)N1CCC(NC(=O)c2cccn3c(=O)c4cc(Br)ccc4nc23)CC1
0	-6	-6	-3	3	·	-0.3	-4	3	0.4	CCC(c1nnc(SCC(=O)Nc2ccc(Cl)cc2C(F)(F)F)n1C1CCCCC1)N(C)C (centres undefined)
23	5	-1	-3	-3	99	-1.0	0	2	-1.8	Cc1cc(C)n(-c2ccc(C(=O)OCC(=O)c3c(N)n(C)c(=O)n(C)c3=O)cc2)n1
13	-5	-3	-2	-2	111	0.0	-2	-4	-1.0	COc1ccc(/C=N/NC(=O)COc2cc(C)cc(C)c2)cc1COC(C)=O
10	-1	-14	4	4	102	5.0	4	-1	-0.3	COc1cccc(N2CCN(C(=O)c3ccc(=O)oc3)CC2C)c1 (centres undefined)
-8	-2	-3	-3	2	127	0.6	-1	3	-4.0	CCc1c(C(=O)N/N=C/c2ccsc2)csc1C
4	-4	-2	0	1	128	-0.4	0	-7	-3.7	Cc1ccccc1N(CC(=O)NC1CCCCC1)C(=O)CNC(=O)c1cccs1
-5	-3	-14	0	·	·	2.2	2	1	0.2	CCC(=O)N1CCN=C1SCc1ccccc1
-11	-1	1	-1	2	101	1.9	-1	1	-3.0	O=C(CCc1nnc2ccc(NCc3ccco3)nn12)Nc1ccc(F)cc1

Profiles, looked up by structure. Screens in order: Arr AP2 block	CAL PDZ FP-2	RTF Ca sens inh	V-ATPase pHluor	NSD2 inh	DSG3 Ab inh	LANA DNA inh	DAGLB inh	Keap1-Nrf2 PPI	CAL PDZ FP-1
Entry for CC(C)(C)OC(=O)N(Cc1ccccc1)Cc1ccccc1OCc1cccc(NC(=O)C2CC2)c1 = 32	5	-10	4	·	92	0.1	-6	2	-3.3
Entry for COc1ccc(/C=N/NC(=O)COc2cc(C)cc(C)c2)cc1COC(C)=O = 13	-5	-3	-2	-2	111	0.0	-2	-4	-1.0

Additional entries
Arr AP2 block	CAL PDZ FP-2	RTF Ca sens inh	V-ATPase pHluor	NSD2 inh	DSG3 Ab inh	LANA DNA inh	DAGLB inh	Keap1-Nrf2 PPI	CAL PDZ FP-1	SMILES
14	-2	4	4	5	101	0.6	-3	-1	0.1	O=[N+]([O-])c1ccc(OCc2cnc(Cl)s2)cc1
11	4	-1	4	·	114	-0.9	-1	-4	-0.8	COc1ccc(CN(C)CC(=O)NC(C)c2ccccc2)cc1OC (centres undefined)
21	-5	0	-3	17	100	-0.2	0	-1	-0.2	CCOC(=O)C1CCCN(C(=O)CCCn2nnnc2CN2CCC(C)CC2)C1 (centres undefined)
-1	-5	-3	0	-1	95	1.1	-13	-4	-0.1	O=C(N/N=C/CCc1ccccc1)c1ccc(CN2c3cccc4cccc(c34)S2(=O)=O)cc1
25	-2	-3	1	-1	112	-1.0	-1	2	-0.4	COc1ccc2c(CC(=O)OCc3nc4ccsc4c(=O)[nH]3)coc2c1
34	-2	-6	-1	-1	120	-1.1	-3	3	-0.3	Cc1csc(NC(=O)/C=C/c2ccc(C)o2)n1
29	-2	4	5	2	99	-4.4	-6	2	1.1	Cc1nc2c3cc(F)ccc3n(Cc3ccccc3F)c2s1
-1	-1	-5	6	0	96	-0.7	-1	3	-2.0	Cc1cc2c(cc1S(=O)(=O)NCc1ccccc1)NC(=O)CO2
-2	·	-6	5	·	115	0.6	-5	-1	-0.4	COCCCNC(=O)Cn1c(=O)n(Cc2ccc(F)cc2)c(=O)c2sccc21
-9	-8	7	-2	-1	-15	0.7	1	-2	-1.1	Cc1ccc(NC(=O)CSCC(=O)Nc2nnc(C)s2)cc1
31	0	-9	-4	·	101	-2.3	1	-5	-1.4	O=C(C1=C[C@H](c2ccc(C(F)(F)F)cc2)C[C@H](OCCCCO)O1)N1CCN(Cc2ccc3c(c2)OCO3)CC1
-15	1	-19	-2	4	95	-1.3	2	-6	-0.3	Cc1ccc(S(=O)(=O)N2CCC(C(=O)OC(C)C(=O)NC(N)=O)CC2)cc1C (centres undefined)
